SRC3 TRFRET art: flags TR-FRET format artefacts in PPARgamma SRC-3 recruitment agonist screen; TR-FRET artefact counter-screen, PPARgamma/SRC-3 format; hits give high values; TR-FRET ratio at 8 µM; 99,000 tested, 0.39% active; AID 1048; in the data active means TR-FRET ratio above about 2000; further: inactives centre near 1600; reference of the scale not given here
SRC1 TRFRET art: counter-screen for PPARgamma SRC-1 recruitment agonists: TR-FRET artefact | TR-FRET detection artefact counter-screen, emission ratio; hits give high values | TR-FRET ratio at 8 µM | 99,000 tested, 0.34% active | AID 1051; in the data active means TR-FRET ratio above about 2300; further: inactives centre near 1800; reference of the scale not given here
The depositor's hits bear a star.

`Cc1ccc(-c2csc(NC(=O)C3CCN(S(=O)(=O)c4cccs4)CC3)n2)cc1` gave SRC3 TRFRET art 1325 and SRC1 TRFRET art 1662.
`CN1CCC(OC(=O)COc2ccc(F)cc2)CC1` gave SRC3 TRFRET art 1651 and SRC1 TRFRET art 1813.
For CC(=O)c1c(C)nc(-c2ccccc2)nc1NC(=O)Cc1ccccc1 the results were SRC3 TRFRET art 1478 and SRC1 TRFRET art 1500.
Screening O=C(NCc1cccnc1)c1csc2c1CCCC2 returned SRC3 TRFRET art 1505 and SRC1 TRFRET art 1855.
`CSc1cccc(NC(=S)N(Cc2ccc(C)cc2)Cc2cccnc2)c1` gave SRC3 TRFRET art 1567 and SRC1 TRFRET art 1963.
For Cc1ccc(C(=O)OCC(=O)NCc2cccs2)cc1C the results were SRC3 TRFRET art 1504 and SRC1 TRFRET art 1801.
Screening COc1ccccc1NS(=O)(=O)c1cc([N+](=O)[O-])ccc1N/N=C/c1sc(N2CCOCC2)nc1-c1ccccc1 returned SRC3 TRFRET art 1501 and SRC1 TRFRET art 1935.
For Nc1nc(Sc2ccc(C(F)(F)F)cn2)n[nH]1 the results were SRC3 TRFRET art 1779 and SRC1 TRFRET art 1982.
Screening CCCCn1c(=O)[nH]c(=O)c2c1nc(-c1ccccc1F)n2Cc1ccccc1 returned SRC3 TRFRET art 1380 and SRC1 TRFRET art 1614.
COC(=O)C1=C(C(=O)OC)C(c2ccccc2O)c2sc(=O)[nH]c2S1 (stereo unspecified) was read as SRC3 TRFRET art 1412 and SRC1 TRFRET art 1734.
`Cc1nc(N2CCCCC2)c2c(C)c(C(=O)Nc3ccccc3C(F)(F)F)sc2n1` gave SRC3 TRFRET art 1759 and SRC1 TRFRET art 2019.
O=C(/C=C/c1cccs1)Nc1ccc([N+](=O)[O-])cc1 was read as SRC3 TRFRET art 1408 and SRC1 TRFRET art 1936.
For C/C(=N\Nc1ncc(Cl)cc1Cl)c1ccc(OC(F)F)cc1 the results were SRC3 TRFRET art 1699 and SRC1 TRFRET art 1784.
`CCOc1ccc(/C=N/Nc2nc(=O)[nH]nc2C)cc1OC` gave SRC3 TRFRET art 1646 and SRC1 TRFRET art 1774.
`CC(/C=N/NC(=O)Cn1cnc2ccccc21)=C\c1ccccc1` gave SRC3 TRFRET art 1602 and SRC1 TRFRET art 1848.
Screening O=C(COC(=O)c1nc(Cl)ccc1Cl)Nc1ccc2c(c1)OCO2 returned SRC3 TRFRET art 1484 and SRC1 TRFRET art 1772.
CCC(C)c1ccccc1NC(=O)COC(=O)c1ccc2c(c1)S(=O)(=O)c1ccccc1C2=O (stereo unspecified) was read as SRC3 TRFRET art 1487 and SRC1 TRFRET art 1968.
For CC(=O)NS(=O)(=O)c1ccc(NC(=O)CCc2ccccc2)cc1 the results were SRC3 TRFRET art 1485 and SRC1 TRFRET art 1554.
Screening CCOc1cc(/C=N/Nc2nc3ccccc3[nH]2)cc(Br)c1OCC(=O)N(C)C returned SRC3 TRFRET art 1679 and SRC1 TRFRET art 2101.
For CC(=O)NC(CCS(C)(=O)=O)C(=O)Nc1ccc(Oc2ccccc2)cc1 (stereo unspecified) the results were SRC3 TRFRET art 1481 and SRC1 TRFRET art 1973.
Screening O=C(Nc1cccc([N+](=O)[O-])c1)c1ccncc1 returned SRC3 TRFRET art 1793 and SRC1 TRFRET art 1924.
COc1ccc(-c2ccc(SCC(=O)c3ccccc3)nn2)cc1OC was read as SRC3 TRFRET art 1607 and SRC1 TRFRET art 2020.
For CCN(CC)S(=O)(=O)N1CCC(C(=O)NCc2ccco2)CC1 the results were SRC3 TRFRET art 1624 and SRC1 TRFRET art 1954.
Screening Cc1cc(C)cc(OCCNC(=O)C(C)N2C(=O)c3ccccc3C2=O)c1 (stereo unspecified) returned SRC3 TRFRET art 1610 and SRC1 TRFRET art 1858.
For Cc1nn(C)c(C)c1S(=O)(=O)N(CC(=O)NCc1ccco1)c1ccc(C(C)C)cc1 the results were SRC3 TRFRET art 1809 and SRC1 TRFRET art 2070.
COc1ccc(-c2[nH]ncc2CN2CCCC2c2nonc2C)c(F)c1 (stereo unspecified) was read as SRC3 TRFRET art 1566 and SRC1 TRFRET art 1655.
Cc1noc(C)c1C(=O)NCc1ccccc1Br was read as SRC3 TRFRET art 1503 and SRC1 TRFRET art 1815.
`Cc1noc(C)c1S(=O)(=O)Nc1ccc(C(=O)N2CCN(c3ccc(F)cc3)CC2)cc1` gave SRC3 TRFRET art 1651 and SRC1 TRFRET art 1697.
For COC(=O)C1=C(C)N(CCc2c[nH]c3ccccc23)C(=O)/C1=C\N(C)C the results were SRC3 TRFRET art 1634 and SRC1 TRFRET art 1761.
Screening O=c1c2ccccc2nc(COc2ccccc2)n1/N=C/c1c[nH]c2ccccc12 returned SRC3 TRFRET art 1571 and SRC1 TRFRET art 1646.

9 entries out of the list, arranged by heavy-atom count, ascending.
Screening O=C(NCc1cccnc1)c1csc2c1CCCC2 returned SRC3 TRFRET art 1505 and SRC1 TRFRET art 1855.
For Cc1ccc(C(=O)OCC(=O)NCc2cccs2)cc1C the results were SRC3 TRFRET art 1504 and SRC1 TRFRET art 1801.
`CC(/C=N/NC(=O)Cn1cnc2ccccc21)=C\c1ccccc1` gave SRC3 TRFRET art 1602 and SRC1 TRFRET art 1848.
COC(=O)C1=C(C(=O)OC)C(c2ccccc2O)c2sc(=O)[nH]c2S1 (stereo unspecified) was read as SRC3 TRFRET art 1412 and SRC1 TRFRET art 1734.
COc1ccc(-c2ccc(SCC(=O)c3ccccc3)nn2)cc1OC was read as SRC3 TRFRET art 1607 and SRC1 TRFRET art 2020.
`CSc1cccc(NC(=S)N(Cc2ccc(C)cc2)Cc2cccnc2)c1` gave SRC3 TRFRET art 1567 and SRC1 TRFRET art 1963.
Screening CCCCn1c(=O)[nH]c(=O)c2c1nc(-c1ccccc1F)n2Cc1ccccc1 returned SRC3 TRFRET art 1380 and SRC1 TRFRET art 1614.
For Cc1nn(C)c(C)c1S(=O)(=O)N(CC(=O)NCc1ccco1)c1ccc(C(C)C)cc1 the results were SRC3 TRFRET art 1809 and SRC1 TRFRET art 2070.
CCC(C)c1ccccc1NC(=O)COC(=O)c1ccc2c(c1)S(=O)(=O)c1ccccc1C2=O (stereo unspecified) was read as SRC3 TRFRET art 1487 and SRC1 TRFRET art 1968.

Continued:
Cc1cccc(OCC(=O)Nc2nnc(-c3ccco3)s2)c1 was read as SRC3 TRFRET art 2164* and SRC1 TRFRET art 2686*.
COc1cc(/C=N/NC(=O)CC2(C)OCCCO2)ccc1OCc1ccc(Cl)cc1Cl was read as SRC3 TRFRET art 1462 and SRC1 TRFRET art 1766.
Screening CON(C)S(=O)(=O)c1ccc2c(c1)N(Cc1ccc(C)cc1)C(=O)C1CCCN21 (stereo unspecified) returned SRC3 TRFRET art 2052* and SRC1 TRFRET art 2187.
`CCC(C)(C)n1nnnc1C(CC(C)C)N1CCC(C(N)=O)CC1` (stereo unspecified) gave SRC3 TRFRET art 1467 and SRC1 TRFRET art 1783.
For CCN1CCN(C(=O)c2ccc(C(F)(F)F)cc2)CC1 the results were SRC3 TRFRET art 1661 and SRC1 TRFRET art 1875.
CC(=O)Nc1ccc(C(=O)N/N=C/c2ccc(F)cc2)cc1 was read as SRC3 TRFRET art 1761 and SRC1 TRFRET art 1837.
For COc1cc(/C=C2\C(=O)NN(c3ccccc3)C2=O)ccc1OCC(N)=O the results were SRC3 TRFRET art 1664 and SRC1 TRFRET art 1700.
`COc1ccc(N/C=C(\C2OC(=O)c3ccccc32)[N+](=O)[O-])cc1` (stereo unspecified) gave SRC3 TRFRET art 1596 and SRC1 TRFRET art 2026.
`C[C@](N)(Cc1ccc(O)c(O)c1)C(=O)O` gave SRC3 TRFRET art 1694 and SRC1 TRFRET art 2034.
Screening CC(Sc1ccccc1)C(=O)NN=C1CCN(C)CC1 (stereo unspecified) returned SRC3 TRFRET art 1687 and SRC1 TRFRET art 1948.
For CCOCCCNc1c2c(nc3cc(-c4ccc(F)cc4)nn13)CCC2 the results were SRC3 TRFRET art 1429 and SRC1 TRFRET art 1757.
`O=C(CSC1=N/C(=C/c2ccc(Cl)c(Cl)c2)C(=O)N1c1ccccc1F)NC1CC1` gave SRC3 TRFRET art 1725 and SRC1 TRFRET art 1705.
`Cc1cc(C)n2cc(COc3ccc4ccccc4c3)nc2n1` gave SRC3 TRFRET art 1594 and SRC1 TRFRET art 1904.
For Cc1ccc2nc(-c3ccc(NC(=O)CN4C(=O)c5ccccc5C4=O)cc3)sc2c1 the results were SRC3 TRFRET art 1610 and SRC1 TRFRET art 1742.
CC(=O)Nc1ccc(Nc2cc(-c3ccccc3)nc3ncnn23)cc1 was read as SRC3 TRFRET art 1694 and SRC1 TRFRET art 1798.
For N=C1/C(=C/c2ccc(OC(=O)c3ccco3)cc2)C(=O)N=C2SC=CN12 the results were SRC3 TRFRET art 1638 and SRC1 TRFRET art 1945.
For Cc1nnc(SCC(=O)Nc2nnc(SCc3cccc(Br)c3)s2)s1 the results were SRC3 TRFRET art 1570 and SRC1 TRFRET art 1871.
Screening COC(=O)C1=C(C)NC(=S)NC1c1ccc(-c2cccc(Cl)c2)o1 (stereo unspecified) returned SRC3 TRFRET art 1759 and SRC1 TRFRET art 1929.
`CCOC(=O)/C(=C\c1c[nH]c2ccccc12)NC(C)=O` gave SRC3 TRFRET art 1458 and SRC1 TRFRET art 1708.
Screening O=C(NN=C1c2ccccc2-c2ccccc21)c1cccc(Br)c1 returned SRC3 TRFRET art 1646 and SRC1 TRFRET art 1787.
For CCCNC(=O)CSc1nc2[nH]ncc2c(=O)[nH]1 the results were SRC3 TRFRET art 1648 and SRC1 TRFRET art 1840.
Screening O=C(CSc1nc2c(c(=O)n1-c1ccccc1)SCC2)N1CCN(c2ccccc2)CC1 returned SRC3 TRFRET art 1786 and SRC1 TRFRET art 1807.
Screening Cc1ccc(S(=O)(=O)N2CC(O)CC2C(=O)OCc2nc3sc(C)c(C)c3c(=O)[nH]2)cc1 (stereo unspecified) returned SRC3 TRFRET art 1457 and SRC1 TRFRET art 1660.
For O=C(CCC(=O)N/N=C/c1cc(Cl)cc(Cl)c1O)NCc1ccccc1 the results were SRC3 TRFRET art 1495 and SRC1 TRFRET art 1767.
For CC[C@@H](C)C(NC(=O)OC(C)(C)C)c1cn([C@@H](Cc2ccc(O)cc2)C(=O)N2CCN(C(=O)OC(C)(C)C)CC2)nn1 (stereo partly specified) the results were SRC3 TRFRET art 1530 and SRC1 TRFRET art 1823.
`O=C(Nc1nc2ccccc2s1)c1ccc(OCC2CCCO2)cc1` (stereo unspecified) gave SRC3 TRFRET art 1617 and SRC1 TRFRET art 1988.
`CCNC(=O)N1CCN(C(=O)NCC)CC1` gave SRC3 TRFRET art 1605 and SRC1 TRFRET art 1435.
O=C(COc1ccc2ccccc2c1)Nc1nccs1 was read as SRC3 TRFRET art 1484 and SRC1 TRFRET art 1706.
For O=C(COC(=O)c1cc[n+]([O-])cc1)Nc1cccc(Cl)c1Cl the results were SRC3 TRFRET art 1504 and SRC1 TRFRET art 2140.
`Cn1nc(C(C)(C)C)cc1C(=O)NCc1ccc(N2CCCC2=O)cc1` gave SRC3 TRFRET art 1584 and SRC1 TRFRET art 1839.
CC1Cc2ccccc2N1C(=O)C1CCCN1S(=O)(=O)c1ccc(Cl)cc1 (stereo unspecified) was read as SRC3 TRFRET art 1630 and SRC1 TRFRET art 2066.
O=C(OCc1csc(-c2ccccc2)n1)c1ccc(O)cc1 was read as SRC3 TRFRET art 1646 and SRC1 TRFRET art 1863.
For NC1=NC(=O)/C(=C/c2cn(Cc3ccccc3)c3ccccc23)S1 the results were SRC3 TRFRET art 1579 and SRC1 TRFRET art 1715.
For Cc1ccccc1-n1c(SCC(=O)N2CCC(C(=O)O)CC2)nnc1-c1ccncc1 the results were SRC3 TRFRET art 1522 and SRC1 TRFRET art 1879.
`CC(=O)Nc1ccc(N2CC(C)(C)C2=O)cc1` gave SRC3 TRFRET art 1583 and SRC1 TRFRET art 1431.
Screening O=C1CN(C(=O)CSc2nc3ccccc3c(=O)n2Cc2ccc(F)cc2)c2ccccc2N1 returned SRC3 TRFRET art 1733 and SRC1 TRFRET art 1802.
Screening CCOC(=O)C1=C(CC)Nc2ccccc2N/C1=N\S(=O)(=O)c1ccc(C(=O)OCC)cc1 returned SRC3 TRFRET art 1536 and SRC1 TRFRET art 1731.
Screening CCOC(=O)c1c(NC(=O)COC(=O)CNC(=O)c2ccco2)sc(C)c1C returned SRC3 TRFRET art 1933 and SRC1 TRFRET art 1964.
For COc1ccc(C(=O)C2CCN(C(=S)NCCc3ccccc3)CC2)cc1 the results were SRC3 TRFRET art 1851 and SRC1 TRFRET art 1750.
Screening Cc1ccc(S(=O)(=O)N2CCC(=O)N(C(COCc3ccc(C(F)(F)F)cc3)Cc3ccccc3)CC2)cc1 (stereo unspecified) returned SRC3 TRFRET art 1564 and SRC1 TRFRET art 1562.
For CNC(=O)c1[nH]cnc1C(=O)N[C@@H](Cc1ccccc1)C(=O)OCc1ccccc1 the results were SRC3 TRFRET art 1639 and SRC1 TRFRET art 2032.
For CCOc1ccc(-c2nnc(SCC(=O)N3CCN(c4ccccc4)CC3)o2)cc1 the results were SRC3 TRFRET art 1674 and SRC1 TRFRET art 2042.
Screening COc1ccccc1COn1c(=O)c(-c2ccco2)[n+]([O-])c2ccccc21 returned SRC3 TRFRET art 1612 and SRC1 TRFRET art 1996.
COc1ccc(NC(=O)N2CCCC(CNS(=O)(=O)c3cccs3)C2)c(C)c1 (stereo unspecified) was read as SRC3 TRFRET art 1321 and SRC1 TRFRET art 1763.
For Cc1ccc(N=Cc2nc(-c3ccc(C)cc3)oc2O)cc1 the results were SRC3 TRFRET art 1479 and SRC1 TRFRET art 1909.
For COc1ccc(CNc2ccc(C)c(C)c2)cc1 the results were SRC3 TRFRET art 1504 and SRC1 TRFRET art 1828.
`N#Cc1c(-c2ccccc2)[nH]c(=O)[nH]c1=O` gave SRC3 TRFRET art 1456 and SRC1 TRFRET art 1798.
Screening COc1ccc(-c2cc(C(=O)OCC(=O)c3ccc(C)c([N+](=O)[O-])c3)c3ccccc3n2)cc1 returned SRC3 TRFRET art 1698 and SRC1 TRFRET art 1703.

From PubChem BioAssay
